FadD28 binding – inhibitors of FadD28 bisubstrate probe binding, primary screen, biochemical, fluorescence polarization, single point; Mycobacterium tuberculosis FadD28 fatty-acid-AMP ligase; inhibition, % at 12.5 µM; hit rate 0.22% among 360,000; AID 588549, 2011; in the data active = inhibition above about 8.5%, passing the limit was not always enough; inconclusive = no clear call, values can overlap the other calls
PrPC surface inh – inhibitors of human cell surface prion protein PrPC, primary screen, cell-based, TR-FRET; AID 720596, 2013; TR-FRET read-out; Major prion protein (Homo sapiens), P04156; inhibition, % at 13.8 µM; hit rate 0.43% among 370,000; in the data active = inhibition above about 24%; note: 0% = median of the test wells and 100% = reference compound wells
UGM FP inh – M. tuberculosis UGM enzyme inhibitors, primary screen, biochemical, fluorescence polarization, single point | UDP-galactopyranose mutase (Mycobacterium tuberculosis (strain ATCC 25618 / H37Rv)), … | purified UGM, fluorescence polarization probe displacement | inhibition, % at 10 µM | hit rate 0.06% among 320,000 | AID 504406, 2011; in the data active = inhibition above about 10%, passing the limit was not always enough; inconclusive = no clear call, values can overlap the other calls
Mtb FBA inh – Mtb FBA enzyme inhibitors, primary screen, biochemical, fluorescence, strain H37Rv; hit rate 2.3% among 360,000; purified M. tuberculosis FBA, fluorescence read-out; inhibition, % at 1 µM; Fructose-bisphosphate aldolase (Mycobacterium tuberculosis (strain ATCC 25618 / H37Rv)), …; in the data active = inhibition above about 27%;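 note: 0% = vehicle and 100% = reference inhibitor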
Target sequence (P9WQA3 whole entry, looked up): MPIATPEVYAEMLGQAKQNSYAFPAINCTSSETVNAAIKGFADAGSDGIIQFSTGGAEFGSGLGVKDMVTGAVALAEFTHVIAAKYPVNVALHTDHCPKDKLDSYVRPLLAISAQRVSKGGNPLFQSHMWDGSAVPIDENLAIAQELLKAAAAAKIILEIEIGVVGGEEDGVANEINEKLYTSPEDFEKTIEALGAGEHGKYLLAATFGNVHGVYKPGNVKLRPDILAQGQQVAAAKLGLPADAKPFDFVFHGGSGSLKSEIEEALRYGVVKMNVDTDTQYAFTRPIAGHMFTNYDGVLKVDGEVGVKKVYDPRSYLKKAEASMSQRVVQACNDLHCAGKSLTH
GDH-TPI inh – GDH-TPI coupling enzyme inhibitors, primary screen, artefact control for M. tuberculosis FBA inhibitor project, biochemical, absorbance, full deck | GDH-TPI coupled enzyme counterscreen, NADH absorbance | inhibition, % at 4.8 µM | hit rate 1.2% among 360,000; in the data active = inhibition above about 30%;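 note: 0% = DMSO wells and 100% = wells lacking the enzyme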
BioA inh – M. tuberculosis BioA enzyme inhibitors, primary screen, biochemical, plate reader, single point, HTS; purified M. tuberculosis BioA enzyme; hit rate 0.096% among 360,000; inhibition, % at 9.99 µM; AID 602481, 2012; 7,8-diaminopelargonic acid synthase BioA (Mycobacterium tuberculosis); in the data active = inhibition above about 40%; inconclusive = no clear call, values can overlap the other calls
Rv3671c protease – Rv3671c serine protease inhibitors, primary screen, biochemical, fluorescence polarization, M. tuberculosis H37Rv | AID 2606, 2010 | hit rate 0.048% among 320,000 | inhibition, % at 5.96 µM; in the data active = inhibition above about 38%;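 note: extracellular domain of Rv3671c used as enzyme; 0% = enzyme with DMSO and 100% = no enzyme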
Target sequence (P9WHR9 whole entry, looked up, the tested form may be a part): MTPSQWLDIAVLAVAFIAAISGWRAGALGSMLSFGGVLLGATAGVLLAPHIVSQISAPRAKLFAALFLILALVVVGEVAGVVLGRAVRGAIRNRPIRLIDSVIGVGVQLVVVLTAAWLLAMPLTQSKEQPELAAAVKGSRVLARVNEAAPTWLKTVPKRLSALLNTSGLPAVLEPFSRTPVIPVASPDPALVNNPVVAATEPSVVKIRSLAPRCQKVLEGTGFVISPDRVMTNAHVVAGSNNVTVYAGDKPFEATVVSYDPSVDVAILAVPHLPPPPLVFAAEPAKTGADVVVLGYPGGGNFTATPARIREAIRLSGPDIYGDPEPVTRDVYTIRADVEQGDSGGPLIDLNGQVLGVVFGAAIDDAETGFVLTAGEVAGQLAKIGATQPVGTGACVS
MazEF act – activators of E. coli MazEF toxin-antitoxin RNase, primary screen, biochemical, fluorescence, uHTS; AID 504720, 2011; Endoribonuclease toxin MazF (Escherichia coli (strain K12)), P0AE70; activation, % at 20 µM; FAM/BHQ RNA-DNA oligo cleavage fluorescence, 5 h; hit rate 0.32% among 350,000; in the data active = activation above about 50%
Target sequence (P0AE70 whole entry, looked up): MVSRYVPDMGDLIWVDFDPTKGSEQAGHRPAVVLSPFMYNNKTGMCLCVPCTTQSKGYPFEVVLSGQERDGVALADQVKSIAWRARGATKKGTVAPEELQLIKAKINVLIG
BoNT-F LC inh – BoNT/F light chain protease inhibitors, primary screen, biochemical, flow cytometry, MLPCN library. inhibition, % at 10 µM. AID 588497, 2011. Multiplex microsphere protease cleavage assay. hit rate 0.22% among 360,000; in the data active = inhibition above about 35%, passing the limit was not always enough; inconclusive = no clear call, values can overlap the other calls; note: plate controls were buffer without enzyme for full effect and enzyme alone for no effect
An asterisk follows results filed as active; ? = inconclusive; · = no result given.

no.	structure	FadD28 binding	PrPC surface inh	UGM FP inh	Mtb FBA inh	GDH-TPI inh	BioA inh	Rv3671c protease	MazEF act	BoNT-F LC inh
1	O=C(Nc1cccc(NC(=O)c2ccccc2Cl)c1)c1cccs1	-2.8	10.9	-1.8	-0.2	-2.9	3.7	-6.3	7.5	-18.0
2	COc1cc2c(cc1OC)CN1CCc3cc(OC)c(OC)cc3C1C2 (stereo unspecified)	-2.8	-16.2	·	2.5	4.2	2.6	·	·	-7.6
3	O=C(Nc1ccnn1C1CCN(Cc2ccccn2)CC1)c1cccc(F)c1	-1.0	0.6	-4.3	-3.6	0.0	-0.2	-8.5	9.1	0.2
4	O=C(Nc1ccc2nc3n(c(=O)c2c1)CCCC3)c1cccc(F)c1	-4.3	4.3	1.6	-1.1	1.5	·	-7.4	1.5	-3.3
5	COc1ccc(C)cc1S(=O)(=O)Nc1cc2c3c(c1)CCC(=O)N3CCC2	0.9	8.9	1.8	3.0	6.2	0.2	2.9	-3.2	-1.4
6	COc1ccc(Nc2nc3ccc(C)cc3cc2C#N)c(OC)c1	-1.5	1.2	0.7	6.4	12.6	-2.7	-32.8	138.9*	-0.5
7	Cc1ccc(OCCC(=O)OCC(=O)NC2CCS(=O)(=O)C2)cc1 (stereo unspecified)	-3.4	0.2	-0.6	-3.2	-8.4	0.2	8.4	4.8	6.8
8	CC(C)C[C@H]1CNC(=S)N1C[C@H]1CCCN1C[C@H](Cc1ccc(O)cc1)N1C[C@H](Cc2ccc(O)cc2)N(CC2CCCCC2)C1=S	-2.4	-2.7	·	4.7	·	-3.6	·	·	-11.0
9	COC(=O)c1ccc(N2CCN(C(=O)c3ccccc3)CC2)c(NC(C)=O)c1	-0.2	-1.1	3.7	-0.6	4.7	·	-5.5	4.2	2.1
10	COc1ccc(NC(=O)CCS(=O)(=O)c2ccc(Cl)cc2)cc1	-2.0	15.3	3.7	0.0	-4.6	-4.5	-0.8	2.7	-8.7
11	NC(=O)c1ccsc1NC(=O)COC(=O)CNC(=O)c1ccc(Cl)cc1	-0.6	-1.5	-1.9	-0.4	0.0	-0.4	3.6	-4.8	-1.2
12	CC(C)CC(OC(=O)c1cccs1)C(=O)NCc1ccco1 (stereo unspecified)	0.5	1.8	-1.8	5.3	11.0	-1.2	2.9	4.6	-1.4
13	CCOC(=O)CN(C(=O)COC(=O)C1=NNC(=O)CC1)c1ccc(F)cc1	-0.1	-5.7	-3.4	2.1	-7.3	-0.3	-3.6	2.0	-3.0
14	Cc1cc(N2CCN(C)CC2)nc(N2CCOCC2)n1	-2.8	-4.6	-3.9	2.1	2.2	0.3	-1.9	-0.4	-0.4
15	Cc1ccc(S(=O)(=O)NCC(=O)NCC(=O)NCCc2ccccc2F)cc1C	-0.5	5.8	-3.8	2.3	5.6	0.1	8.4	5.4	-0.7
16	COc1ccccc1N(C)S(=O)(=O)c1ccc(C(=O)N(C)Cc2ccc(OC(F)F)cc2)cc1	-1.7	4.3	·	-0.2	-0.3	-1.2	·	-5.9	3.7
17	O=C(C1=C(O)C(=O)N(CCN2CCOCC2)C1c1ccccc1)c1cccs1 (stereo unspecified)	-2.8	-3.4	-1.1	-10.6	-1.8	-0.9	5.1	0.2	-5.7
18	O=C(O)c1ccccc1C(=O)Nc1ccccc1[N+](=O)[O-]	-1.0	3.0	1.2	1.1	-1.4	1.6	-0.4	12.8	-1.2
19	Cc1nc(-c2ccccc2)nc2sc(C(=O)c3ccc(F)cc3)c(N)c12	-1.0	-6.8	2.9	2.3	1.5	-1.5	-1.5	-36.5	?
20	CCN1CCCC1CNC(=O)c1cc2c(=O)n(C)c3ccccc3c2n1C (stereo unspecified)	-4.2	-5.2	-0.3	13.5	-4.0	0.9	4.9	8.6	-8.3
21	O=C(Nc1cc(Cl)ccc1-n1cncn1)c1cc(F)cc(F)c1	-2.8	2.6	-2.3	-0.4	5.8	·	-9.1	1.4	?
22	CSc1cccc(NC(=O)Cn2cccc2)c1	-2.7	1.4	-2.4	-0.7	-2.4	2.3	2.8	10.8	3.4
23	COc1cccc(NC(=S)NCc2ccc3c(c2)cc(C)n3C)c1	-1.2	18.8	·	0.5	2.6	·	·	3.0	-120.7
24	N#CCCN(Cc1cccnc1)C(=O)Nc1ccc(Cl)c(Cl)c1	-16.6	-7.1	-0.3	1.6	-10.4	6.0	6.3	-2.1	6.2
25	O=C(OCCOc1ccccc1)c1cc(S(=O)(=O)N2CCOCC2)ccc1Cl	-3.7	1.1	0.5	-0.3	-0.5	-1.2	9.7	-3.0	-1.8
26	O=C(OCCOc1ccccc1)c1cc(S(=O)(=O)N2CCOCC2)c(Cl)cc1Cl	-1.7	-1.7	·	1.8	2.6	-0.9	·	-13.4	-5.1
27	CC(NC(=O)c1noc2c1CCCC2)c1ccccc1 (stereo unspecified)	-0.5	2.4	-4.1	0.5	3.2	·	10.1	-2.7	-5.8
28	COc1ccc(C(=O)Nc2ccc(C(=O)Nc3cccnc3)cc2)cc1	-0.7	5.7	-0.9	3.2	13.4	-3.1	1.8	-37.0	-12.5
29	O=C(NCc1ccccc1)c1ccc(-c2ccc(F)c(F)c2)c2ccoc12	-0.4	6.0	·	3.4	3.6	-1.2	·	·	-5.3
30	Cc1c(C(=O)OCC(=O)N(C)c2ccccc2)cccc1[N+](=O)[O-]	0.0	8.6	0.0	0.8	2.2	·	1.4	0.4	-2.4
31	CCN(CC(=O)NC(c1ccccc1)c1ccccc1)Cc1nc2ccccc2c(=O)[nH]1	-2.9	5.2	-0.5	4.5	8.7	·	0.8	0.1	1.2
32	c1ccc(CN2CCC(N3CCN(Cc4ccc5c(c4)OCO5)CC3)CC2)cc1	-1.6	-3.7	-0.6	0.5	2.5	0.2	0.3	-1.0	-2.6
33	CCCc1cc(=O)oc2cc(C)cc(OCC(=O)Nc3ccc(CN4CCOCC4)cc3)c12	-2.7	7.0	-1.8	43.5*	10.0	-3.0	-11.7	0.9	-0.9
34	COc1ccc(C(=O)/C=C/c2cn(CN3CCN(C)CC3)c3ccccc23)cc1	-1.8	·	-1.2	0.8	5.0	-2.2	-23.1	-3.0	-1.3
35	COc1cc(C(=O)NCc2cccs2)ccc1OCc1c(C)noc1C	-2.7	-1.7	3.3	-1.1	-2.1	2.8	2.4	0.2	-2.0
36	Nn1cc(-c2ccccc2)nc1SCC(=O)N1CCN(S(=O)(=O)c2ccc(Cl)cc2)CC1	-3.5	-8.9	0.3	-5.3	-11.7	-1.0	-9.2	-0.4	0.2
37	COCCn1c(SCc2c(F)cccc2Cl)nc2c1c(=O)[nH]c(=O)n2C	-0.6	-0.9	1.1	-0.1	2.7	-1.5	-6.8	-1.1	-8.2
38	O=C(Nc1ccccc1)c1cc2n(n1)C(C(F)(F)F)CC(C1CC1)N2 (stereo unspecified)	-0.8	3.2	0.6	-1.5	-7.6	·	-0.9	0.3	-2.8
39	CC(=O)c1c(C)[nH]c(C(=O)CN2C(=O)NC(C)(CCC(C)C)C2=O)c1C (stereo unspecified)	-0.2	3.4	1.9	1.1	3.2	·	3.5	6.6	1.1
40	CCC(CC)C(=O)Nc1nnc(S(=O)(=O)N2c3ccccc3CC2C)s1 (stereo unspecified)	1.5	-4.4	0.1	3.6	12.0	-1.6	1.0	-2.9	0.3
41	O=S1(=O)CCC(NC(=S)NCCNC(=S)NC2CCS(=O)(=O)C2)C1 (stereo unspecified)	-3.1	-5.0	0.9	-1.4	-7.2	-0.7	-4.1	6.1	-1.0
42	COc1ccc(C(=O)Nc2cccc3cccnc23)cc1OC	-1.6	-12.6	-2.2	-0.8	16.2	1.1	-19.1	2.3	-3.5
43	CC(=O)Nc1ccc(CN2C(=O)C(Cc3ccccc3)ON=C2c2cccc(F)c2)cc1 (stereo unspecified)	-6.2	0.7	·	-1.7	-3.4	0.5	·	·	-7.2
44	CC(=O)Nc1ccc(NC(=O)c2ccc3sc([C@H]4C[C@H](O)[C@@H](CO)O4)nc3c2)cc1	0.3	-0.5	·	-0.3	8.8	-2.3	·	·	-2.9
45	Cc1ccc(OC(C)C(=O)Nc2ccc3c(c2)n(C)c(=O)n3C)c(C)c1 (stereo unspecified)	-0.8	0.1	2.4	0.9	-3.5	0.9	·	5.6	?
46	CC(C)C1N(c2ccccc2)C(N)=C(C#N)C1(C#N)C#N (stereo unspecified)	-0.9	4.5	0.4	-9.5	11.2	1.3	0.5	-2.7	8.4
47	O=C(OCc1cccc([N+](=O)[O-])c1)c1cc2ccccc2oc1=O	-0.5	3.7	-0.2	1.3	10.0	-1.0	2.8	-2.7	3.6
48	O=C(Nc1ccccc1)C1=C[C@@H](c2ccccc2)C[C@@H](OCc2ccc(CO)cc2)O1	-4.0	1.9	-3.1	1.3	7.9	-1.9	-0.5	0.4	-7.1
49	COc1cc(/C=C(\NC(C)=O)C(=O)Nc2cccc(O)c2)ccc1OC(C)=O	1.7	0.1	1.2	3.0	12.8	·	2.6	0.7	-4.2
50	CC(=O)c1cccc(NC(=O)Nc2ccc(C(=O)N3CCCC3)cc2)c1	-1.0	-0.7	-1.5	3.0	5.0	·	-13.2	0.1	1.6

Shown with one line to a screen: six of the compounds above.
[22] CSc1cccc(NC(=O)Cn2cccc2)c1
[23] COc1cccc(NC(=S)NCc2ccc3c(c2)cc(C)n3C)c1
[24] N#CCCN(Cc1cccnc1)C(=O)Nc1ccc(Cl)c(Cl)c1
[25] O=C(OCCOc1ccccc1)c1cc(S(=O)(=O)N2CCOCC2)ccc1Cl
[26] O=C(OCCOc1ccccc1)c1cc(S(=O)(=O)N2CCOCC2)c(Cl)cc1Cl
[27] CC(NC(=O)c1noc2c1CCCC2)c1ccccc1 (stereo unspecified)
screen / no. | 22 | 23 | 24 | 25 | 26 | 27
FadD28 binding | -2.7 | -1.2 | -16.6 | -3.7 | -1.7 | -0.5
PrPC surface inh | 1.4 | 18.8 | -7.1 | 1.1 | -1.7 | 2.4
UGM FP inh | -2.4 | · | -0.3 | 0.5 | · | -4.1
Mtb FBA inh | -0.7 | 0.5 | 1.6 | -0.3 | 1.8 | 0.5
GDH-TPI inh | -2.4 | 2.6 | -10.4 | -0.5 | 2.6 | 3.2
BioA inh | 2.3 | · | 6.0 | -1.2 | -0.9 | ·
Rv3671c protease | 2.8 | · | 6.3 | 9.7 | · | 10.1
MazEF act | 10.8 | 3.0 | -2.1 | -3.0 | -13.4 | -2.7
BoNT-F LC inh | 3.4 | -120.7 | 6.2 | -1.8 | -5.1 | -5.8
